B2AR arrestin: beta2AR (human) beta-arrestin recruitment activity; hit rate 0.02% among 330,000; beta-arrestin recruitment to beta2AR, cell-based reporter; Potency, µM (series often up to 46.1 µM), for the others: at the highest dose activation, usual class: activators;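 also: potency is read from the fitted curve at half-maximal effect; 0% = DMSO controls and full agonism = EC100 isoproterenol or metaproterenol; nearly all actives have a fitted effect of over 65% in size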
BRCA1 expr act: activators of BRCA1 expression; Potency, µM (titrated, usually from 46.1 µM), for the others: at the highest dose activation, actives largely listed as activators; MCF7-BRCA1-FFLuc reporter, luminescence, 48 h; response scale: scaled: vehicle 0%, 10 µM genistein 100%; hit rate 1.1% among 380,000; also: potency is read from the fitted curve at half-maximal effect; nearly all actives have a fitted effect of over 80% in size; some results filed as inactive show a strong effect at the top dose
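Luminescence from a BRCA1-driven firefly luciferase in MCF7 cells was read after 48 h compound exposure at 37 C. Data normalized against DMSO and a 10microM genistein activation control, then curve-fitted across the titration.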
PTAP TSG101 blk: blocks PTAP/TSG101 interaction to inhibit HIV-1 budding; 340,000 tested, under 10 active; Potency, µM (titrated, usually from 115 µM), without a hit: at the top dose activity change, negative = inhibition, hits mostly inhibitors; Q99816; Fluorescence polarization, FITC-PTAP peptide / Tsg101 binding; active = well fitted inhibition curve with a large enough effect in the main read-out, with a control signal flat, not every such curve was filed as active; inconclusive = small, poorly fitted or top-dose-only effect, or effect the other way, or a change in a side signal; inactive = no such curve, though single readings can be large or run the other way; also: potency is read from the fitted curve at half-maximal effect; % of control where 0% means no effect
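Fluorescence polarization binding of Tsg101 binding domain (10 uM final) to FITC-labeled PTAP peptide (50 nM final) in HEPES pH 7.5 buffer with NaCl, Tween 20, EDTA, TCEP. Compounds added before peptide; binding 20 min at RT.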
p53 reactivator: restores transcriptional activity of mutant p53; hit rate 0.063% among 320,000; Potency, µM (doses to about 92.2 µM), for the others: at the top dose activity change, positive = activation, actives largely listed as activators; H1299 p53-A138V BP100-luciferase reporter, luminescence, 24 h; also: potency is read from the fitted curve at half-maximal effect; % of control where 0% means no effect; nearly all actives have a fitted effect of over 45% in size
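p53-null H1299 cells stably carrying temperature-sensitive p53-A138V and a BP100-luciferase reporter were pinned with compounds (4-point, 1:5 series) and held 24 hrs at 37 deg C. Luminescence was read 10 min after detection reagent.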
MLL CXXC-DNA inh: inhibitors of human MLL CXXC domain-DNA interaction | Q03164 | AID 2662 | hit rate 0.037% among 290,000 | Potency, µM (top dose mostly 115 µM), for the others: at the highest dose activity change, negative = inhibition, hits mostly inhibitors | MLL-CXXC / FITC-HOXA9 DNA fluorescence polarization; active = well fitted inhibition curve with a large enough effect in the polarisation, with a control signal flat, not every such curve was filed as active; inconclusive = small, poorly fitted or top-dose-only effect, or effect the other way, or a change in a side signal; inactive = no such curve, though single readings can be large or run the other way; the % refers to the polarisation; also: potency is read from the fitted curve at half-maximal effect
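Purified MLL-CXXC (added from a 7 uM solution) was preincubated 5 min at ambient with pinned compounds in 50 mM Tris-HCl pH 7.5, 50 mM NaCl, 1 mM DTT, 0.05% BSA. Fluorescein-labeled HOX-A9 DNA (50 nM solution) followed, 30 min, then polarization read.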
Integrin act MD: integrin-mediated muscular dystrophy alleviation activation. hit rate 0.064% among 350,000. alpha7betagal myoblasts, beta-gal FDG fluorescence, 48 h. Potency, µM (highest dose often 38.3 µM), inactives show at the highest dose activation, usual class: activators;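 also: potency is read from the fitted curve at half-maximal effect; 100% = response of the positive control SU9516; nearly all actives have a fitted effect of over 60% in size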
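Alpha7betagal+/- myoblasts (passage 13) were plated 16-24 hr, then exposed to compounds (1:260 dilution of DMSO stock) for 48 hours at 37C. After MPER lysis, β-galactosidase reporter activity was read as FDG fluorescence (ex 480/em 540) after 30 minutes.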
ELG1 DNA repair: blocks ELG1-dependent DNA repair in HEK293T cells | Potency, µM (top dose mostly 46.1 µM), without a hit: at the highest dose activity change, negative = inhibition, most hits filed as inhibitors | HEK293T ELG1-luciferase reporter, luminescence, 16 h; DNA damage induced by 5-fluorouridine | hit rate 2.3% among 330,000; also: potency is read from the fitted curve at half-maximal effect; % is scaled to controls: 0 for no effect and ±100 for the full control effect; nearly all actives have a fitted effect of over 55% in size
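DMSO vehicle served as the neutral condition. Each well held 2,000 cells given 5-fluorouridine plus compound; after 16 hr at 37 °C/5% CO2, ONE-Glo was added and luciferase measured 30 min later.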
TRPV1 ag: human TRPV1 agonism; Q8NER1; TRPV1-expressing cells, Fluo-8 calcium influx, agonist mode; activation, % at 8.33 µM; hit rate 0.19% among 320,000; AID 540275; in the data active = activation above about 80%; inconclusive = between about 30% and that limit; also: 0% is about no effect
Target sequence (Q8NER1 whole entry, looked up): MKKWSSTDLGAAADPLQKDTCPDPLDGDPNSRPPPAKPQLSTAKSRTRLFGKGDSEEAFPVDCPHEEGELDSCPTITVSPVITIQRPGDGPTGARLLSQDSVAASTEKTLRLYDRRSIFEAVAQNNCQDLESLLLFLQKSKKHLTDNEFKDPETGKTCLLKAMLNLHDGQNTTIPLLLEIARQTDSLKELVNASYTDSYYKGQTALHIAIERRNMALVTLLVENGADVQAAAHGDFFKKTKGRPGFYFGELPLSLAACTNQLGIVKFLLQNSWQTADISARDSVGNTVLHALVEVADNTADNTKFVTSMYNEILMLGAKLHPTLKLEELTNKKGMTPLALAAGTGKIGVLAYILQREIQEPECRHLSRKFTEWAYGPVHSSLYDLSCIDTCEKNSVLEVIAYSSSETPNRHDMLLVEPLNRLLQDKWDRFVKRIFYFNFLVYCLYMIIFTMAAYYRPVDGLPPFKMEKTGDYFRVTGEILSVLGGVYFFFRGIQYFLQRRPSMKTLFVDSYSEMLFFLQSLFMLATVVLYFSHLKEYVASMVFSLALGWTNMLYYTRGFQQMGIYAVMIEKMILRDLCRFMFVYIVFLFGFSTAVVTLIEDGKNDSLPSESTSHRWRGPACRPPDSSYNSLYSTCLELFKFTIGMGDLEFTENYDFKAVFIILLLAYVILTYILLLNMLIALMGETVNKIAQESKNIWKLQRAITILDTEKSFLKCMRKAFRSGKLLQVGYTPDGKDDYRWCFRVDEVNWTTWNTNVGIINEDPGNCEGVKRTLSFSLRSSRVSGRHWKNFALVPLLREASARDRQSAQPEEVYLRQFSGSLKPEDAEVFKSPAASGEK
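Cells expressing TRPV1 were dye-loaded with Fluo-8 and read kinetically: 10 s baseline, 3 min after compound (agonist portion), then 2 min after EC20 capsaicin (allosteric enhancer portion). Calcium-bound dye fluorescence at 480/520 nm.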
TCR act: T cell receptor activation. primary human leukocytes, anti-CD3, IL-2 HTRF, 48 h. Potency, µM (series often up to 9.22 µM), inactives show top-dose activation of IL-2 secretion, hits mostly activators. 330,000 tested, under 10 active. AID 504894; also: % of control where 0% means no effect
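Using a-CD3 beads without co-stimulation, primary human leukocytes were exposed to compounds for 48 hr. An HTRF IL-2 kit measured the cytokine, with europium-to-d2 energy transfer producing emission at 665nm upon 320nm excitation.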
AT treatment: potential ataxia-telangiectasia treatment. Potency, µM (doses to about 57.5 µM), for inactives: at the highest dose activation, usual class: activators. […] A-T fibroblasts, KAP-1 phosphorylation AlphaLISA; neocarzinostatin DNA damage 30 min before lysis. AID 485349. hit rate 0.19% among 320,000; also: potency is read from the fitted curve at half-maximal effect; % of control where 0% means no effect; nearly all actives have a fitted effect of over 45% in size
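hTERT-immortalized A-T patient fibroblasts ([…]), 500 cells/well in OPTI-MEM, 1% FBS, got compounds for 60 min, then NCS for 30 min at 37C. Lysates were then assayed for phospho-KAP-1 by AlphaLISA (anti-pKAP1 donor, anti-KAP1 acceptor beads), 6 hr at 25C.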
An asterisk follows results filed as active; ? = inconclusive; / = no result given; & = joins results of further samples; [ ] = another dose, or the depositor's remark. Unless noted, calls follow the shape of the dose curve; as a rule, active = well fitted curve in the direction sought with a large enough effect; inconclusive = small, poorly fitted or top-dose-only effect, or another doubt; inactive = no such curve, though single readings can be large; an effect the other way counts as inactive or inconclusive.

SMILES | B2AR arrestin | BRCA1 expr act | PTAP TSG101 blk | p53 reactivator | MLL CXXC-DNA inh | Integrin act MD | ELG1 DNA repair | TRPV1 ag | TCR act | AT treatment
CCOc1ccccc1NC(=O)COC(=O)C12CC3CC(CC(O)(C3)C1)C2 | -0.5% | 2% | 1% | 5% | / | -15% | -4% | 3 | -4% | 8%
CC(C)(C)c1ccc(C(=O)NC(=O)CSc2n[nH]c(N)n2)cc1 | -0.2% | 53% | -7% | -1% | / | 47% | ? | 2 | 0% | -8%
CCc1ccc(NC(=O)CS(=O)CC(=O)Nc2ccc(N3CCOCC3)cc2)cc1 (stereo not given) | -0.5% | -12% | -5% | 0% | -1% | -2% | 11% | 0 | 5% | 0%
COC(=O)CSc1nccc(-c2ccc(F)cc2)c1C#N | 0.4% | -11% | 1% | 6% | 13% | -11% | 4% | 0 | 1% | 7%
O=C(O)C1OC(C(=O)O)C2C1C(F)(F)C2(F)F (stereo not given) | -0.4% | -8% | -3% | -6% | 0% | -12% | 1% | 0 | 8% | -2%
COc1ccccc1OCCC(=O)OCC(=O)Nc1ccc(Br)cc1F | 0.2% | -6% | -1% | -4% | 2% | -9% | 8% | 0 | 3% | -15%
Cn1nc(-c2ccc(C(=O)Nc3ccc(F)cc3)cc2)c2ccccc2c1=O | -0.1% | -48%&2% | -2% | -5% | -5% | -12% | 7.3µM* | 11 | 0% | -1%
CC(=O)Nc1ccc(OCC(=O)NC(C)c2ccc(F)cc2)cc1 (stereo not given) | -0.3% | -2% | 0% | 0% | 10% | -38% | 21% | 0 | 6% | -3%
O=C(CN1C(=O)NC2(CCCC2)C1=O)N1CCN(Cc2ccccc2)CC1 | -0.1% | -7% | -9% | 0% | / | -2% | 0% | -2 | -4% | 2%
CCCn1nnc(NC(=O)c2ccc3ccccc3c2)n1 | 0.0% | ? | -3% | ? | 7% | 22% | ? | 22 | -4% | 4%
O=C(Nc1nc2cc3c(cc2s1)OCCO3)c1ccco1 | -0.2% | ? | -1% | -14% | 15% | -8% | ? | ? | / | -16%
COC(=O)[C@H](C)NC(=O)Nc1ccc(OC)cc1OC | -0.5% | -3% | -3% | -6% | -4% | 2% | 3% | 0 | 1% | 14%
Clc1cccc(Cl)c1OCCCCN1CCCCC1 | -0.5% | -11% | -5% | 4% | 1% | -33% | -4% | 1 | -14% | 8%
O=[N+]([O-])c1ccc2c(c1)-c1ccccc1C2=NO | / | 19% | 0% | / | / | -13% | / | / | 2% | /
COc1ccc(OC)c(/C=C2\SC(=S)N(Cc3cccnc3)C2=O)c1 | -0.1% | -82% | ? | ? | ? | -33%[inhibitor] | -17% | 5 | 3%[46.1 µM] | -3%
O=C(Cc1cccs1)N=Nc1c(O)[nH]c2ccc(Br)cc12 | 0.1% | -11% | -9% | -1% | 1% | 6% | 7% | 0 | 8% | 5%
COc1ccc2c3n(nc2c1)CCN=C3c1ccc(Cl)cc1 | 0.0% | -20% | -2% | 8% | / | -11% | ? | -3 | -1% | -2%
COc1ccc(C(=O)N2CCN(c3ccc(NC(=O)c4cccs4)cc3)CC2)cc1 | 0.1% | -16% | 0% | -12% | 3% | 18% | 12µM* | -2 | 4% | -5%
S=C(c1cn(CCOc2cccc3ccccc23)c2ccccc12)N1CCCC1 | -0.5% | -56% | 10% | 1% | 11% | -36% | -22% | -3 | -2% | -5%
O=C(Cc1cccs1)NCc1cccc(Br)c1 | -0.7% | 4µM* | -9% | 10% | 25% | 23% | ? | 13 | -2% | 3%

A few values from the results shown:
CC(=O)Nc1ccc(OCC(=O)NC(C)c2ccc(F)cc2)cc1 (stereo not given) in p53 reactivator shows 0%
O=C(Cc1cccs1)N=Nc1c(O)[nH]c2ccc(Br)cc12 in B2AR arrestin shows 0.1%

Continuation.
SMILES | B2AR arrestin | BRCA1 expr act | PTAP TSG101 blk | p53 reactivator | MLL CXXC-DNA inh | Integrin act MD | ELG1 DNA repair | TRPV1 ag | TCR act | AT treatment
CC(CCc1ccccc1)NC(=O)C(Cc1ccccc1)NC(N)=O (stereo not given) | 0.0% | -13% | -11% | -1% | 29% | 2% | 16% | -4 | -4% | -1%
COc1cc([N+](=O)[O-])ccc1NC(=O)CN1CCc2cc(OC)c(OC)cc2C1 | 0.4% | -12% | -1% | -10% | 0% | -20% | ? | -1 | 6% | 10%
O=C(Nc1ccc2c(c1)OCCO2)C1CCN(C(=O)c2ccc(Cl)cc2)CC1 | -0.7% | 4% | -1% | 16% | 13% | 15% | ? | 9 | -2%[46.1 µM] | -4%
Cn1nnc2cc(C(=O)NC3CCCCC3)ccc21 | -0.1% | 6% | 0% | 22% | 0% | -7% | 30% | 1 | -2% | 5%
COc1cc(/C=N\NC(=O)CNC(=O)C(c2ccccc2)c2ccccc2)ccc1O | 3.8% | 12% | -11% | -6% | -4% | 14% | 8% | 21 | 0% | -8%
CCC(=O)N1CCc2cc(S(=O)(=O)N3CCc4ccccc4C3)ccc21 | 0.5% | 0% | -6% | 3% | 11% | -22% | ? | -7 | -6% | /
CCOC(=O)[C@H]1[C@H]2COc3ccc(OC)cc3[C@@H]2N2C(=O)c3ccccc3NC(=O)[C@@]12C | 0.2% | -7% | -6% | -14% | / | -1% | -1% | 100* | -2% | 7%
CC(Oc1ccc(Cl)cc1)C(=O)Nc1ccc(S(=O)(=O)Nc2nccs2)cc1 (stereo not given) | -0.3% | -8% | -2% | -1% | 5% | -36% | 1% | 1 | 3% | 7%
COc1cccc(Cn2nc3c4cc(F)ccc4n(Cc4ccc(F)cc4)cc-3c2=O)c1 | 0.0% | -4% | -4% | -5% | 0% | -8% | 1% | -6 | -1% | -2%
CCOc1ccc(N2CC(=O)SC2=S)cc1 | 0.1% | -1% | -1% | 1% | -5% | -31% | -17% | 0 | -2% | 6%
COc1ccccc1-c1csc(NC(=O)c2ccc(N3C(=O)CCC3=O)cc2)n1 | -0.1% | -9% | -7% | -3% | 18% | 44% | ? | -3 | 2% | -1%
O=C(COC(=O)c1ccc(-c2ccc([N+](=O)[O-])cc2)o1)NC(=O)NC1CCCCC1 | -0.7% | 0% | 1% | 30% | ? | 21% | 4% | -5 | -5%[46.1 µM] | -9%
CC1CCCN(CC(O)COCc2ccc3c(c2)OCO3)C1 (stereo not given) | -0.2% | -4% | -10% | 3% | 10% | 3% | 11% | -3 | 1% | -1%
COc1ccc2cc(C(c3nnnn3C(C)(C)C)N3CCSCC3)c(=O)[nH]c2c1 (stereo not given) | -0.1% | 1% | 0% | -11% | 4% | 13% | 6% | 2 | -5% | 3%
CCOC(=O)C1(CCOc2ccccc2)CCN(Cc2cc(OC)c(O)cc2Cl)CC1 | 0.4% | -26% | -5% | 0% | 2% | -45%[inhibitor] | ? | ? | 3% | 1%
CCc1ccccc1OCC(=O)OCC(=O)c1c(N)n(C)c(=O)n(C)c1=O | -0.2% | -7% | 0% | 3% | 7% | 0% | -14% | 3 | 0% | 0%
CN1CCN(Cc2nc(-c3cccs3)no2)CC1c1ccccc1 (stereo not given) | 0.0% | -16% | -3% | 5% | 0% | -2% | 10% | 1 | / | 17%
Cc1cnc(NC(=O)CSc2nnc3ncccn23)s1 | -0.2% | -3% | -1% | 10% | 6% | -39% | -21% | -3 | 2% | -1%
COc1ccc2c(c1)C(=O)Nc1cc(Cl)ccc1N2 | / | 2% | -3% | / | / | -1% | / | / | 2% | /
COc1c2ccoc2c(OC(C)=O)c2oc(C)cc(=O)c12 | 3.0% | -42% | 0% | 8% | 3% | 16% | -1% | -3 | 3% | -17%
C=CCNC(=O)c1n[nH]c2c1CC(C(C)(C)CC)CC2 (stereo not given) | -0.2% | -5% | / | 0% | / | 8% | -21% | -5 | -4% | 9%
CN(CC(=O)Nc1c(Cl)cccc1Cl)C(=O)Cc1ccsc1 | 3.1% | -2% | -10% | -3% | / | 0% | 4% | / | -6%[46.1 µM] | 10%
Cn1c(Cn2c(=O)sc3ccccc32)nnc1SCC(=O)N1CCCC1 | -0.4% | 30% | -10% | 9% | 1% | 4% | 1% | 3 | -1%[46.1 µM] | 3%
CC1=CC(=O)C(C(C)C)=C/C1=N/OC(=O)c1cccc([N+](=O)[O-])c1 | -0.4% | -1% | -10% | -8% | -2% | -47%[inhibitor] | -6% | -4 | 0% | -2%
CN(C)S(=O)(=O)c1cccc(C(=O)Nc2ccccc2Cl)c1 | -0.1% | 14% | -11% | 1% | 5% | -2%[7.66 µM] | 8% | -4 | 2% | 5%
COc1ccc(Cc2nnc(NS(=O)(=O)c3ccc(NC(C)=O)cc3)s2)cc1 | -0.3% | -6% | -1% | 1% | 5% | 4% | -1% | 1 | -5% | 7%
CCN(c1ccccc1)c1cc2ccccc2c(=O)[nH]1 | 0.4% | 0% | -2% | -9% | -7% | -6% | 6% | -2 | 1% | -1%
